Screening data from PubChem.
Nrf2 inh – inhibitors of Nrf2 signaling | A549 ARE-Fluc reporter, luciferase luminescence, 18-24 h | Potency, µM (top dose mostly 46 µM), without a hit: at the top dose activity change, negative = inhibition, usual class: inhibitors | 360,000 compounds, 2.1% hits; also: potency is read from the fitted curve at half-maximal effect; % is scaled to controls: 0 for no effect and ±100 for the full control effect; nearly all actives have a fitted effect of over 60% in size
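Cells were seeded and rested 2 h, then exposed to compounds for 18-24 h. CellTiter-Fluor was read first as a viability measure. BugLite was added 15 min before the final luminescent read of ARE-luciferase activity in A549 cells.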
ATXN2 expr inh – inhibitors of ATXN2 expression; HEK-293 ATXN2-luciferase reporter, luminescence, 24 h; AID 1745845; 360,000 compounds, 0.72% hits; Potency, µM (titrated, usually from 57 µM), for the others: at the highest dose activity change, negative = inhibition, hits mostly inhibitors; also: potency is read from the fitted curve at half-maximal effect; % is scaled to controls: 0 for no effect and ±100 for the full control effect; nearly all actives have a fitted effect of over 55% in size
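ATXN2-luciferase reporter cells (luciferase flanked by upstream and downstream ATXN2 gene portions) were treated 24 h at 37 °C with compounds at up to 57 uM. SteadyGlo luminescence gave expression; GF-AFC fluorescence gave viability.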
HepG2 viability – kills HepG2 cells in TGF-b inhibitor counter-screen; HepG2 CAGA-GFP viability, ATP luminescence, 18 h; Potency, µM (highest dose often 46.1 µM), for inactives: top-dose activity change, negative = cytotoxicity, usual class: cytotoxic; 410,000 compounds, 0.76% hits; also: potency is read from the fitted curve at half-maximal effect; some results filed as inactive show a strong effect at the top dose
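HepG2 CAGA-GFP cells (1000/well, DMEM with 1% FBS) received compound, then TGF-beta at 500 pg/mL final, and were incubated 18 hours at 37 degrees C. Viability was read by CellTiter-Glo luminescence. Media-only wells were set as complete cell-killing and DMSO as no toxicity.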
Nrf2 ARE act – activates Nrf2 signaling; Potency, µM (top dose mostly 46.1 µM), for inactives: at the top dose activation, actives largely listed as activators; 410,000 compounds, 0.31% hits; AREc32 ARE-luciferase reporter (MCF7-derived line), luminescence, 24 h; also: potency is read from the fitted curve at half-maximal effect; % of control where 0% means no effect; nearly all actives have a fitted effect of over 65% in size
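Nrf2 activation is followed as ARE-luciferase induction in the AREc32 line after one day of compound treatment; luminescence is read with Steady-Glo.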
IL-2 act – activates IL-2 in a cell-based reporter assay | IL-2 activation reporter assay, cell-based qHTS; stimulated with anti-CD3/CD4/CD28 beads; in transgenic mouse T cells | 360,000 compounds, 0.065% hits | activation, % (series mostly up to about 46 µM); in the data active = activation above about 50%; inconclusive = mostly about 30% to 49%; also: 0% is about no effect
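Using fluorescent plate cytometry, EGFP and DsRed are detected in transgenic mouse T cells stimulated 18 h at 37 degrees C with antibody-coated beads after 60 min compound pretreatment.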
EPAC2 agonist – EPAC2 (human) agonism; Q8WZA2; EPAC2 activation, biochemical qHTS; response scale: 100% = 6.5 mM cAMP response; Potency, µM (titrated, usually from 154 µM), for the others: at the highest dose activation, usual class: activators; 360,000 compounds, 0.079% hits; AID 720711; also: potency is read from the fitted curve at half-maximal effect; nearly all actives have a fitted effect of over 50% in size
Target sequence (Q8WZA2 whole entry, looked up): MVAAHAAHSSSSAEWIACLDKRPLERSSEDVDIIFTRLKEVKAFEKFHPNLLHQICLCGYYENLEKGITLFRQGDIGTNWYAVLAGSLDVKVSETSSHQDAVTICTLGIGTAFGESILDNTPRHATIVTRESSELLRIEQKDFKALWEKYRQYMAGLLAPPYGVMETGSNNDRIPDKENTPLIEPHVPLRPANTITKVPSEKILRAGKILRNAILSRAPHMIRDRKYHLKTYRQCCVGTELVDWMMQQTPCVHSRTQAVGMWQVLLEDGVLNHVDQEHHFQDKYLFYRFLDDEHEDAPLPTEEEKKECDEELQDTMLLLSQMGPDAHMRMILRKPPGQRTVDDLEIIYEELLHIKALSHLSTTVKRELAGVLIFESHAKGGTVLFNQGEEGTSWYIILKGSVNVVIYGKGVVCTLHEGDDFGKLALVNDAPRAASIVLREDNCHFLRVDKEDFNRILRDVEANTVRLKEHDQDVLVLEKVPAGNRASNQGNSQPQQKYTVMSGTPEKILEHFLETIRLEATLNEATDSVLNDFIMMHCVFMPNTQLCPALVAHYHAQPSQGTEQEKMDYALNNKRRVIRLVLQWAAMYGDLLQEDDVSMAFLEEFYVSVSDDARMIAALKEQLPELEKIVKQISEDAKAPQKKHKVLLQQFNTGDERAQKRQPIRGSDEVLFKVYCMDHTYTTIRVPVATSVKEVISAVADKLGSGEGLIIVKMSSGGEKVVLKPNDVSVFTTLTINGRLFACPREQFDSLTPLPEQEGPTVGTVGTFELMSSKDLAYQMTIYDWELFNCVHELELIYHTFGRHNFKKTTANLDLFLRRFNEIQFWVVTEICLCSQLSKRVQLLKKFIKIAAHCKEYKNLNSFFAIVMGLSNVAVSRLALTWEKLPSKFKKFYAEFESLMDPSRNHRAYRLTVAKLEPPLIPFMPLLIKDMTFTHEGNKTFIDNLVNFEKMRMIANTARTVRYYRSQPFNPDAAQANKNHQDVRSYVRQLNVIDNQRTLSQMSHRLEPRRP
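Guanine nucleotide exchange by EPAC2 is measured as reduced fluorescence of BODIPY-GDP once it is released from 250 nM Rap1B. Plates are read kinetically for 30 min at room temperature; results are scaled to 6.5 mM cAMP.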
TGFb SMAD3 inh – inhibitors of TGF-b signaling. 410,000 compounds, 1.2% hits. Potency, µM (top dose mostly 46.1 µM), without a hit: at the highest dose activity, negative = inhibition, actives largely listed as inhibitors. HepG2 CAGA-GFP TGF-b/SMAD3 reporter, GFP fluorescence, 18 h; TGF-beta stimulated, 500 pg/mL final; also: potency is read from the fitted curve at half-maximal effect; % is scaled to controls: 0 for no effect and ±100 for the full control effect; nearly all actives have a fitted effect of over 65% in size
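First, reporter cells (HEPG2 CAGA-GFP) rested 2 h at 37 degrees C. Next, compounds were pinned in and TGF-beta added to 500 pg/mL final. After 18 h, GFP was imaged per cell and summed per well.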
S2 tox – viability counter-screen for ATXN expression inhibitors. S2 cells (HEK-293 line with an ATXN2-luciferase reporter) viability, CellTiter-Fluor protease fluorescence, 24 h. Potency, µM (highest dose often 56.7 µM), most hits filed as cytotoxic. 400,000 compounds, 0.49% hits; also: potency is read from the fitted curve at half-maximal effect; nearly all actives have a fitted effect of over 40% in size
A549 tox – A549 cytotoxicity, counter-screen for Nrf2 inhibitors. A549 ARE-Fluc cells, CellTiter-Fluor viability, 18-24 h. Potency, µM (titrated, usually from 46 µM), without a hit: at the top dose activity change, negative = cytotoxicity, actives largely listed as inhibitors. 390,000 compounds, 0.16% hits; also: potency is read from the fitted curve at half-maximal effect; % is scaled to controls: 0 for no effect and ±100 for the full control effect
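A549 ARE-Fluc cells in 5% FBS OPTI-MEM, 5000 cells/well, rested 2 h then exposed to compounds in concentration-response for 18-24 h at 37 °C. Viability by CellTiter-Fluor fluorescence (Ex 405/Em 525) after 30 min; luciferase luminescence (BugLite, 15 min, RT) read afterwards.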
* hit, by the source's call; i = inactive; ? = inconclusive; / = not tested or not shown; [ ] = dose if it differs, or a comment. Unless noted, calls follow the shape of the dose curve; as a rule, active = well fitted curve in the direction sought with a large enough effect; inconclusive = small, poorly fitted or top-dose-only effect, or another doubt; inactive = no such curve, though single readings can be large; an effect the other way counts as inactive or inconclusive.

Every second line gives: Nrf2 inh	ATXN2 expr inh	HepG2 viability	Nrf2 ARE act	IL-2 act	EPAC2 agonist	TGFb SMAD3 inh	S2 tox	A549 tox
> COc1ccc(CN2C[C@@H](CO)O[C@@H](n3cnc4c(NCc5ccncc5)ncnc43)C2)cc1
→ /	3%	-3%	0.6%	0.8	8%	33%	i	/
> Cc1cc2n(n1)SC(Nc1ccc(F)cc1)N2 (centres undefined)
→ -18%	16%	-5%	2.3%	-0.1	4%	1%	i	-18%
> CCCS(=O)(=O)NC(=O)C1(C)CCCN(C(=O)c2ccc(C#N)cc2)C1 (centres undefined)
→ /	14%	4%	-0.6%[9.22 µM]	0.3	-2%	-4%	i	/
> CCOCCc1nnc(NC(=O)CCc2ccccc2)s1
→ -26%	/	-3%	-0.5%	0.7	6%	-2%	i	6%
> Clc1ccccc1-c1nc2ccccc2[nH]1
→ ?	14%	-24%	5.5%	-0.9	9%	12%	i	-1%
> CC(C)(C)C1(C)OC(C(N)=O)C(C(N)=O)O1 (centres undefined)
→ 7%	0%	-9%	-0.6%	-2.0	1%	5%	i	0%
> O=C(N=Nc1c(O)n(Cc2ccccc2)c2ccccc12)c1ccc(O)cc1
→ 7%	55%[activator]	-5%	3.7%	1.4	3%	?	?	-20%
> O=C(CCNc1ccc(Cl)c(C(F)(F)F)c1)c1ccco1
→ -13%	-22%	-67%	?	-0.5	11%	4%	i	4%
> Cc1ccccc1OCC(=O)NCCCNC(=O)c1cccnc1
→ -19%	3%	4%	-0.5%	-2.1	3%	-2%	i	5%
> CCN(CC)C(=O)C[n+]1cccc(C(N)=O)c1
→ -1%	-27%[11.3 µM]	6%	0.2%	0.2	0%	5%	i	3%
> CCCOc1ccc(S(=O)(=O)n2cc(F)c(=O)[nH]c2=O)cc1
→ -1%	-15%	3%	-0.4%	-0.1	11%	-5%	i	0%
> CC(C)CC(=O)Nc1ccc(-c2nc3ccccc3c(=O)[nH]2)cc1
→ ?	-4%	11%	0.4%	0.3	-3%	-27%	i	0%
> COc1ccccc1NC(=S)N(C(C)C)C(C)c1ccccn1 (centres undefined)
→ 1%	-15%	-24%	0.3%	-1.8	-2%	-1%	i	-5%
> CC(=O)NC(Cc1ccccc1F)C(=O)NC1CCN(C(=O)NCc2ccccc2)CC1 (centres undefined)
→ 4%	5%	26%	-0.2%	-1.8	3%	27%	i	3%
> O=C(O)Cc1ccc2oc(-c3ccccn3)nc2c1
→ 4%	-7%	-30%	-1.6%	-0.3	13%	1%	i	0%
> O=C(CSc1ccc(/C=N/NC(=O)c2cccc(F)c2)o1)Nc1ccccc1
→ ?	42%[activator]	-23%	3.0%	-3.5	10%	15%	i	-1%
> CC(=O)c1cccc(Nc2ncnc3ccc(Br)cc23)c1
→ -3%	13%	-16%	4.2%	-1.1	-2%	-11%	i	-4%
> O=C(Cc1cccs1)N1CCC(c2nc3c(nnn3Cc3ccccc3Cl)c(=O)[nH]2)CC1
→ ?	-9%	-23%	2.9%	1.2	14%	?	i	?
> COc1ccc(CNC(=S)Nc2cccc(C)c2)cc1
→ /	16%	4%	-0.4%	-2.6	4%	?	i	13%
> COc1ccccc1CNC(=O)COC(=O)C1CCN(c2ccc(C(F)(F)F)cn2)CC1
→ 7%	1%	-1%	3.4%	-0.2	0%	29%	i	1%

Brought forward from above: two entries, then new ones.
Every second line gives: Nrf2 inh	ATXN2 expr inh	HepG2 viability	Nrf2 ARE act	IL-2 act	EPAC2 agonist	TGFb SMAD3 inh	S2 tox	A549 tox
> COc1ccc(CNC(=S)Nc2cccc(C)c2)cc1
→ /	16%	4%	-0.4%	-2.6	4%	?	i	13%
> COc1ccccc1CNC(=O)COC(=O)C1CCN(c2ccc(C(F)(F)F)cn2)CC1
→ 7%	1%	-1%	3.4%	-0.2	0%	29%	i	1%
> CN(C)c1nc(N)nc(-c2cccnc2)n1
→ /	2%	33%	-0.5%	-0.1	4%	2%	i	2%
> Cc1nn(CC(=O)NCc2ccccc2Cl)c(=O)c2cccn12
→ ?	23%	-22%	7.8%	/	/	-5%	i	-10%
> Cc1nc2nncn2c(N2CCN(c3ccccc3)CC2)c1C
→ -26%	/	-13%	-0.6%	/	/	/	/	-2%
> Cc1cccn2c(=O)c(C(=O)NCCc3ccc(S(N)(=O)=O)cc3)c(O)nc12
→ 7%	-1%	3%	0.1%	/	/	-9%	i	11%
> COc1ccc(CCNS(=O)(=O)c2cc(/C=C/C(=O)O)ccc2C)cc1OC
→ -4%	0%	-3%	-0.1%[9.22 µM]	-3.8	16%	3%	i	5%
> O=C(O)c1cc(Br)ccn1
→ 27%	-10%[11.3 µM]	8%	2.9%	-3.4	0%	-7%	i	-6%
> Cc1ccc(NC2(C#N)CCCC2)cc1
→ -9%	2%	-7%	-0.3%	-0.2	1%	-4%	i	0%
> Cc1nc(-c2cccc(S(=O)(=O)N3CCCCCC3)c2)cs1
→ -18%	-11%	-6%	1.8%	0.1	-1%	17%	i	-4%
> Cn1ncc(Br)c1NC(=O)c1ccco1
→ -13%	4%	13%	-0.8%	2.2	3%	8%	i	-1%
> Cc1cc(C)cc(NC(=O)C2CCCN2S(=O)(=O)c2ccc3nc(-c4ccccc4)[nH]c3c2)c1 (centres undefined)
→ ?	/	-29%	4.8%	/	/	?	/	-4%
> Cc1ccc(C(C(=O)NCC2CCCO2)N(C(=O)c2snc(C(N)=O)c2N)c2ccc(C(C)C)cc2)o1 (centres undefined)
→ -16%	?	-8%	6.4%	-3.0	20%	-22%	?	5%
> CCCOc1ccc(Cc2c(Cl)nc(SC)nc2NC)cc1
→ 2.1µM*	-14%	-29%	-0.4%	0.8	14%	?	i	-4%
> O=C(Nc1ccc(N2CCCC2)cc1)c1cc(Cl)ccc1Cl
→ -24%	/	0%	-0.1%	-2.1	-6%	5%	?	-1%
> CCOCCn1c(C(C)O)nc2ccccc21 (centres undefined)
→ 7%	12%	-7%	-0.1%	0.7	6%	-8%	i	-10%
> O=C(c1ccc(Cl)cc1)C1CCCN(C(=O)/C=C/c2ccccn2)C1 (centres undefined)
→ -2%	-24%	0%	0.3%	-2.1	10%	9%	i	5%
> Cc1ccc(NS(=O)(=O)c2ccc(NC(=O)C(C)Sc3ccc(Cl)cc3)cc2)c(C)c1 (centres undefined)
→ -39%	?	-78%	-0.7%	-2.3	12%	?	i	?
> O=C(NCc1ccc(F)cc1)c1cc(-c2ccccn2)nc2ccc(S(=O)(=O)N3CCOCC3)cc12
→ /	/	-3%	-1.2%	0.0	0%	-4%	i	/
> CSc1ccccc1OCc1cc(C(=O)N2C[C@H]3CC[C@H]2C3)no1
→ 24%	109%[activator]	13%	0.7%	-3.8	6%	11%	i	-4%
> CSc1nc2ccc(NC(=O)c3cccs3)cc2s1
→ ?	75%[activator]	-12%	17%	-5.2	-5%	-2%	i	-3%
> Cc1ccc(C2=Nc3c(ccc4ccccc34)C(c3ccncc3)=NN2)cc1
→ -18%	/	13%	13%	0.5	12%	8%	?	-2%
> NNC(=S)Nc1ccc(C(F)(F)F)cc1Cl
→ -4%	-37%	-10%	0.4%	0.0	6%	?	?	7%
> CCC(=O)NC(Nc1nc2ccc(C)cc2s1)(C(=O)OC)C(F)(F)F (centres undefined)
→ 4%	/	1%	4.0%	-2.5	4%	4%	i	4%
> O=C(NC1CCCCC1)C1CCN(S(=O)(=O)N2CCCCCC2)CC1
→ /	-2%	0%	-0.6%	-2.6	-17%	6%	i	2%
> O=c1cc(N2CCc3ccccc3C2)[nH]c(=O)n1C1CCCCC1
→ 13%	-22%	-19%	5.5%	-0.1	-1%[15.6 µM]	32%[activator]	i	0%
> Cc1ccc2ccc3cccnc3c2n1
→ 28%	?	-31%	-0.3%	-0.6	-1%	-18%	?	-3%
> Brc1ccc(-c2noc(-c3ccccn3)n2)o1
→ ?	-12%	-22%	9.7%	-0.2	10%	10%	i	1%
> CCCCN(C)CCCNC(=O)CN1N=C(c2ccc(Cl)cc2)CCC1=O
→ -8%	-7%	-8%	20%	-1.1	9%	14%	i	-10%
> CCC(=O)NC(=S)Nc1ccc(-c2nc3ccc(C)cc3s2)cc1
→ ?	55%[activator]	-6%	2.2%	-1.1	-1%	0%	i	0%
> CCOc1ccccc1C(=O)Nc1cc(-c2nc3cccnc3s2)ccc1C
→ ?	/	-1%	7.9%	/	/	/	/	-10%
> CC(=O)c1ccc(OC(C)c2nc3ccccc3s2)cc1 (centres undefined)
→ ?	28%	-5%	5.2%	-1.8	20%	-8%	i	2%
> CCN1C[C@@H]2[C@@H]3C(=O)N(C)C(=O)[C@@H]3[C@](Cc3ccccc3)(C1=O)N2C(=O)c1ccc(C)cc1
→ 16%	12%	8%	-1.2%	-1.7	9%	-1%	i	0%
> O=C(N/N=C/c1cccc(Oc2ccccc2)c1)c1ccc(O)cc1O
→ -9%	12%	-2%	-0.6%	-0.2	11%	0%	i	0%
> Cc1cc(C)n(C(=O)CCC2COc3ccccc3O2)n1 (centres undefined)
→ /	6%	-21%	-0.3%	-0.1	14%	-7%	i	9%
> CC(=O)OCC1OC(n2ccc3ccccc32)C(OC(C)=O)C(OC(C)=O)C1OC(C)=O (centres undefined)
→ 26%	-25%	0%	-0.4%	-0.4	-1%	?	i	-3%
> CC1CCC/C(=C\c2ccc(O)cc2)C1=O (centres undefined)
→ -4%	/	-14%	?	-0.1	1%	?	i	0%
> Cc1cc(Cc2cc(C)c(N)cc2C)c(C)cc1N
→ 6%	-6%	0%	-0.6%	-1.7	-3%	0%	i	2%

Hits appear at their usual frequency; any-hit rate near 4.3%.
